Screening results from PubChem.
PAFAH1B2 inh – PAFAH1B2 enzyme inhibitors, primary screen, biochemical, fluorescence polarization, human | Platelet-activating factor acetylhydrolase IB subunit alpha2 (Homo sapiens), P68402 | recombinant PAFAH1B2, FP-rhodamine activity probe | inhibition, % at 3.39 µM | hit rate 1.2% among 340,000 | AID 492953, 2010;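 active = inhibition above the mean of all tested compounds plus 3 SD, cut at about 24% in these data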;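 note: 0% = enzyme with DMSO and 100% = wells lacking PAFAH1B2; many of its hits are not listed in these tables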
PAFAH1B3 FP inh – PAFAH1B3 enzyme inhibitors, primary screen, biochemical, fluorescence polarization, human; Platelet-activating factor acetylhydrolase IB subunit alpha1 (Homo sapiens), Q15102; recombinant PAFAH1B3, FP-rhodamine probe; inhibition, % at 3.39 µM; hit rate 0.28% among 340,000; AID 492972, 2010;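 active = inhibition above the screen-wide average of all tested compounds plus 3 SD, cut at about 25% in these data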;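 note: 0% = enzyme with DMSO only and 100% = wells lacking PAFAH1B3 protein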
LYPLA2 inh – LYPLA2 inhibitors, primary screen, counter-screen for PME1 inhibitor project, biochemical, fluorescence polarization, FP-Rh probe ABPP. Acyl-protein thioesterase 2 (Homo sapiens), O95372. recombinant LYPLA2. inhibition, % at 5.9 µM. hit rate 0.38% among 320,000. AID 2177, 2009;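 active = inhibition above the screen-wide mean plus 3 SD, limit set per campaign, cut at about 26% in these data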;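 note: 0% = LYPLA2 with DMSO and 100% = wells lacking LYPLA2 enzyme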
pPAFAH FP inh – pPAFAH enzyme inhibitors, primary screen, biochemical, fluorescence polarization, human. Platelet-activating factor acetylhydrolase (Homo sapiens), Q13093. recombinant pPAFAH, FP-rhodamine probe fluorescence polarization. inhibition, % at 3.39 µM. hit rate 1.5% among 330,000;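 active = inhibition above the mean inhibition across the screen plus 3 SD, cut at about 25% in these data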;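 note: inhibitors block binding of the rhodamine activity-based probe so polarization drops; 0% = enzyme with DMSO and 100% = wells lacking pPAFAH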
PAFAH2 FP inh – PAFAH2 enzyme inhibitors, primary screen, biochemical, fluorescence polarization, human; Platelet-activating factor acetylhydrolase 2, cytoplasmic (Homo sapiens), Q99487; recombinant PAFAH2, FP-rhodamine activity probe; inhibition, % at 3.39 µM; hit rate 0.99% among 340,000;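 active = inhibition above the mean over all tested compounds plus 3 SD, cut at about 30% in these data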;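 note: inhibitors block probe labeling of enzyme so polarization drops; 0% = enzyme with DMSO and 100% = wells lacking PAFAH2 protein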
GSTO1 counter – inhibitors of recombinant GSTO1, primary screen, counter-screen for RBBP9 inhibitor project, biochemical, fluorescence polarization. inhibition, % at 5.96 µM. hit rate 1.1% among 300,000. AID 1974, 2009. activity-based probe fluorescence polarization;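 active = inhibition above the campaign mean inhibition plus 3 SD, cut at about 35% in these data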;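 note: 0% = GSTO1-1 with DMSO and 100% = wells lacking GSTO1-1 enzyme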
Target sequence (P78417 whole entry, looked up): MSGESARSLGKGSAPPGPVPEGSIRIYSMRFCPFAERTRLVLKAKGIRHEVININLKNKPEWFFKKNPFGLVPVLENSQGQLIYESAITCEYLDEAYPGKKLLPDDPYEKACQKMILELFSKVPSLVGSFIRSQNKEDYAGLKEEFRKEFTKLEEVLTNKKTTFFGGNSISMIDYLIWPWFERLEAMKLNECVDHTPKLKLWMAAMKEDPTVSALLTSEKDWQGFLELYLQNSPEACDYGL
PAD4 inh – human PAD4 inhibitors, primary screen, biochemical, fluorescence polarization, 1536-well format; Protein-arginine deiminase type-4 (Homo sapiens), Q9UM07; recombinant PAD4, RCA probe fluorescence polarization; inhibition, % at 6.36 µM; hit rate 0.41% among 330,000; AID 485272, 2010;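 active = percent inhibition above a cutoff equal to the mean of all tested compounds plus 3 SD, cut at about 15% in these data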;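 note: 0% = PAD4 with RCA probe and DMSO and 100% = probe without PAD4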
LYPLA1 counter – LYPLA1 inhibitors, primary screen, counter-screen for PME1 inhibitor project, biochemical, fluorescence polarization, FP-Rh probe ABPP | recombinant LYPLA1 | hit rate 0.16% among 320,000 | inhibition, % at 5.9 µM;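 active = inhibition above the mean of all tested compounds plus 3 SD, set per campaign, cut at about 14% in these data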;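 note: inhibitors block serine hydrolase probe labeling of LYPLA1 so polarization falls; 0% = enzyme with DMSO and 100% = wells lacking LYPLA1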
PREPL inh – PREPL enzyme inhibitors, primary screen, biochemical, fluorescence polarization; Prolyl endopeptidase-like (Homo sapiens), Q4J6C6; recombinant PREPL, fluorescence polarization activity-based probe; inhibition, % at 5.96 µM; hit rate 0.68% among 320,000; AID 2751, 2010; in the data active = inhibition above about 43%;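 note: 0% = enzyme with DMSO and 100% = wells lacking enzyme; many of its hits are not listed in these tables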
Target sequence (Q4J6C6 whole entry, looked up): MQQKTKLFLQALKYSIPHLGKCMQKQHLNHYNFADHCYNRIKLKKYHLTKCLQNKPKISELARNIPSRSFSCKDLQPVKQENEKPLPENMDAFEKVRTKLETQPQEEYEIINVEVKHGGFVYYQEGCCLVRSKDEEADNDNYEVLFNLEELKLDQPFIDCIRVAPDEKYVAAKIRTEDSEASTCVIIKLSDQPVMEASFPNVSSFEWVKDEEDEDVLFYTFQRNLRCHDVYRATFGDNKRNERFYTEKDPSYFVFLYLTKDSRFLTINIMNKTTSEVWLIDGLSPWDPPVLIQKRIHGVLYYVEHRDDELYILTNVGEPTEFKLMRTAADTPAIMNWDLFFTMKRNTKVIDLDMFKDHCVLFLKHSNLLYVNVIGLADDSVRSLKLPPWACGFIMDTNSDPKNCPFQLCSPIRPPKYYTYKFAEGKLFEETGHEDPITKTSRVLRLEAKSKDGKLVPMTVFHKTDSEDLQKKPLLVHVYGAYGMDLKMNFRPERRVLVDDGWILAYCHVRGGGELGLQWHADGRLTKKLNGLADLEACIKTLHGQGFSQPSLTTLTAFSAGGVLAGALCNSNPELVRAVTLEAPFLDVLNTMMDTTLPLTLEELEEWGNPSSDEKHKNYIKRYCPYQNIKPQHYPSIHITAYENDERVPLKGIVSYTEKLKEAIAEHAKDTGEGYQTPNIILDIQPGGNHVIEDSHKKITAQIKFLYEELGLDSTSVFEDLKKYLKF
The depositor's hits bear a star; · = no result given. Only part of the results is shown; the hit share may differ from the screen's.

SMILES	PAFAH1B2 inh	PAFAH1B3 FP inh	LYPLA2 inh	pPAFAH FP inh	PAFAH2 FP inh	GSTO1 counter	PAD4 inh	LYPLA1 counter	PREPL inh
CCOC(=O)c1c(C)[nH]c(C)c1C(=O)COC(=O)[C@@H]1CCCN1S(=O)(=O)c1ccc(Cl)cc1	5.9	5.0	-1.3	4.9	-5.2	2.1	-0.7	-1.7	1.1
COC(=O)c1c(NC(=O)c2ccc(C)cc2)sc(Cc2ccccc2)c1C	-0.8	-3.4	4.4	-0.6	-4.4	3.4	-0.8	0.4	-5.1
CCOc1ccc(CNC(=O)c2nnc(CS(=O)(=O)c3ccccc3)o2)cc1OC	5.2	-12.3	0.3	4.0	0.1	2.9	-1.7	-1.9	-1.6
Nc1cc(=O)[nH]c(SCC(=O)Nc2cccc(S(=O)(=O)N3CCCCC3)c2)n1	4.0	-7.8	·	0.2	-2.4	·	-2.7	·	11.9
O=C1CSCC(=O)N1c1ccccc1	6.2	5.0	0.2	8.0	3.4	9.5	-0.7	-0.3	13.5
CC1Oc2ccccc2N(CC(=O)NCc2cccs2)C1=O (configuration not stated)	1.4	5.8	0.2	-5.4	2.3	-4.6	-3.5	-0.2	1.4
CN(C)c1ccc(CN(C)C2CCCCC2)cc1	6.0	-2.7	0.2	-1.7	0.4	7.3	0.9	0.3	-2.2
COc1ccccc1N1CCN(C(=O)c2c(-c3c(Cl)cccc3Cl)noc2C)CC1	-2.2	1.4	7.2	-0.2	-3.6	-0.1	5.3	1.2	17.1
Cc1occc1C(=O)Nc1cccc(C(=O)O)c1	1.4	4.0	7.6	-0.8	-1.6	3.3	-0.6	4.7	7.5
CCN(CC1CCCN(CCc2cccc(OC)c2)C1)C(=O)c1ccc(COC)o1 (configuration not stated)	-1.3	8.8	1.9	-4.9	4.9	7.6	-1.4	1.1	18.1
CC(=O)Nc1ccc(NC(=O)CCCc2ccccc2)cc1	3.0	8.1	-3.8	6.3	-0.2	-0.9	2.0	-2.6	-7.1
O=C(NC(=S)Nc1ccc(CN2CCOCC2)cc1)c1ccc(-c2ccc(Br)cc2)o1	·	·	-2.3	-2.6	·	0.1	-2.0	-4.7	17.8
O=C(Nc1cccc(Cl)c1)C1CCCN(c2cnccn2)C1 (configuration not stated)	4.3	4.5	1.0	0.0	2.6	-3.9	1.0	-0.3	-8.0
Cc1c(C(=O)N(C)C)sc2nc(-c3ccccn3)[nH]c(=O)c12	5.2	1.5	-5.8	-4.4	5.3	10.8	-12.1	-1.7	6.2
Cc1ccccc1OCc1nc(-c2ccc(Br)o2)no1	-5.1	-5.5	-1.2	2.8	1.4	-0.2	-1.7	-0.1	-3.2
COc1ccc(CCN2CC(C(=O)N(C)CCn3nc(C)cc3C)CCC2=O)cc1 (configuration not stated)	-0.5	0.6	7.4	1.7	0.8	-2.0	-1.2	-1.9	-6.0
COC(=O)c1c(NC(=S)NC(=O)c2ccco2)sc2c1CCCC2	-4.1	0.3	-3.6	0.2	5.4	-2.2	0.7	0.4	6.8
O=C(CCS(=O)(=O)c1cccc2nonc12)N1CCN(c2ccc(F)cc2)CC1	1.5	-7.0	9.8	2.7	1.2	3.7	-0.5	0.1	34.1
COc1ccc(C(CNC(=O)C(C)Oc2ccc(Br)cc2)N2CCCC2)cc1 (configuration not stated)	6.9	7.1	5.0	4.2	5.1	-0.2	-0.9	-0.7	2.4
OCCC1CN(CC(c2ccccc2)c2ccccc2)CCN1C1CCCC1 (configuration not stated)	-1.6	3.0	2.3	-3.6	0.1	0.9	-1.7	-3.2	3.6

Three entries drawn at random from the list so far:
SMILES	PAFAH1B2 inh	PAFAH1B3 FP inh	LYPLA2 inh	pPAFAH FP inh	PAFAH2 FP inh	GSTO1 counter	PAD4 inh	LYPLA1 counter	PREPL inh
O=C(NC(=S)Nc1ccc(CN2CCOCC2)cc1)c1ccc(-c2ccc(Br)cc2)o1	·	·	-2.3	-2.6	·	0.1	-2.0	-4.7	17.8
OCCC1CN(CC(c2ccccc2)c2ccccc2)CCN1C1CCCC1 (configuration not stated)	-1.6	3.0	2.3	-3.6	0.1	0.9	-1.7	-3.2	3.6
Cc1c(C(=O)N(C)C)sc2nc(-c3ccccn3)[nH]c(=O)c12	5.2	1.5	-5.8	-4.4	5.3	10.8	-12.1	-1.7	6.2

Further records.
SMILES	PAFAH1B2 inh	PAFAH1B3 FP inh	LYPLA2 inh	pPAFAH FP inh	PAFAH2 FP inh	GSTO1 counter	PAD4 inh	LYPLA1 counter	PREPL inh
O=C(Nc1ccc(-c2nc3ncccc3o2)cc1)c1ccc([N+](=O)[O-])o1	1.9	10.8	-3.3	3.0	7.5	-1.9	-3.0	-7.2	-2.0
Cc1cc(=O)[nH]c(N/N=C2/CCCC/C2=C\c2ccccc2)n1	-2.6	6.5	-7.2	4.4	-1.2	-10.7	-1.8	-0.4	-9.2
Cc1ccc(C(=O)c2sc3nc4c(cc3c2N)CCC4)cc1	7.6	6.3	-1.7	2.7	-7.4	-0.9	0.7	2.5	-3.3
COc1ccc(Nc2nnc(SCC3CCCO3)s2)cc1 (configuration not stated)	3.0	4.4	0.5	-5.3	2.1	3.4	1.4	2.1	15.2
Cc1ccc2c(C)nc(Nc3nc(CSc4nnnn4-c4ccccc4)cc(=O)[nH]3)nc2c1	0.7	0.7	0.1	1.3	-2.4	0.6	-2.5	-2.5	-14.4
COc1ccc(C2=NS(=O)(=O)N(C)C(C(=O)NC(C)c3ccccc3)=C2)cc1 (configuration not stated)	1.3	4.5	0.8	3.1	-7.3	0.8	-1.8	-0.7	2.9
CCOc1cc(CNc2ccc(Br)cc2)cc(Br)c1OCC(=O)NC(C)(C)C	8.1	1.0	-1.9	2.5	-0.7	8.6	1.1	-4.5	41.3
Cc1ccc(C2CCN(C(=S)NC(C)(C)C)C2)cc1 (configuration not stated)	2.1	-0.1	1.1	-4.0	-2.9	-6.4	-0.8	0.2	-9.8
COc1cc(/C=C(/C#N)c2ccccc2F)ccc1OCc1ccccc1	1.8	1.1	-1.9	7.5	-2.7	3.7	-2.1	-5.5	2.6
Clc1ccc(COc2ccccc2CNCc2cccnc2)cc1	4.3	-4.1	-0.3	-5.0	0.0	-1.1	-1.1	-0.9	-89.6
Cc1noc(C)c1S(=O)(=O)N(CC(=O)NCc1ccccc1)c1ccc(C(C)C)cc1	-5.4	1.5	12.8	2.7	6.1	-0.2	1.1	1.1	-7.5
COc1ccc(C)cc1C(=O)CCC(=O)Nc1ccccc1N1CCOCC1	3.4	-3.3	1.6	-1.3	-9.7	8.3	0.9	0.7	-11.2
Cc1ccc(S(=O)(=O)NCC(=O)OCC(=O)c2cccs2)cc1	5.9	3.9	4.9	-0.4	4.6	4.8	6.0	-1.5	-7.8
Cc1c(N=N/C(C(=O)Nc2ccccc2)=C(/O)c2ccccc2)c(=O)n(-c2ccccc2)n1C	-0.5	8.8	-4.1	7.2	11.3	0.2	-1.5	0.5	14.1
O=C(NNC(=O)c1cccc2ccccc12)c1ccco1	2.9	-0.8	2.6	-1.5	6.0	3.1	-2.1	-4.0	4.6
Cc1csc(NC(=O)CSc2nnc(-c3ccoc3C)n2Cc2ccco2)n1	3.8	-5.2	-0.7	5.5	0.8	0.5	7.1	-2.8	3.6
Cc1noc(C)c1COC(=O)c1cccnc1Cl	-1.7	4.6	4.3	5.3	10.6	-1.4	0.7	1.6	-3.2
CCN(CC(=O)Nc1ccc(S(=O)(=O)N2CCCC2)cc1)CC(=O)Nc1ccccc1C(F)(F)F	11.6	7.1	·	-1.9	3.6	·	1.1	·	15.0
COc1cc(CNn2cn[nH]c2=S)cc(Cl)c1OCc1ccc(F)cc1	5.5	6.1	2.2	5.5	0.0	0.4	-0.1	1.4	7.5
C=CCNc1nc(Cl)nc(Nc2ccc(OC)cc2)n1	2.6	7.9	-0.4	0.3	12.5	2.8	-1.5	-0.4	6.8
CCn1c(SCC(=O)Nc2nccs2)nnc1-c1ccncc1	2.9	2.4	2.6	3.1	-9.6	2.1	-0.2	-1.6	2.8
CCN(CC)S(=O)(=O)c1ccc(C(=O)NNC2=NS(=O)(=O)c3ccccc32)cc1	5.4	6.5	0.6	-3.6	-9.0	-4.4	-0.1	-4.7	-13.2
CCc1ccccc1NC(=O)CN1CCN(CC(=O)NCc2ccc(Cl)cc2)CC1	2.1	-1.7	2.5	0.1	-1.3	·	5.3	0.3	6.9
CCOC(=O)CN1C(=O)N[C@@H](c2cccc(F)c2)C(C(C)=O)=C1C	-7.1	-0.2	4.9	0.0	10.5	7.7	4.7	-2.3	-0.2
Cc1cnc2cc(Cl)c(Cl)cc2n1	3.0	-0.1	1.3	0.1	2.2	0.0	-9.5	-0.7	15.6
COc1ccc(S(=O)(=O)N(C)CC(=O)NCCN2CCOCC2)cc1C	-0.3	-2.4	-0.2	3.2	-7.8	15.2	3.5	-5.8	7.5
Cc1ccc(Sc2cc(C(F)(F)F)nc(N(C)C)n2)cc1	4.1	4.3	-5.3	5.8	1.6	-4.8	2.6	-1.1	0.0
COc1ccc(/C=N/Nc2ncnc3c2[nH]c2ccccc23)c(OC)c1OC	3.3	-0.8	-2.3	8.6	-1.6	8.3	-3.6	-3.1	-0.3
Cc1sc(NC(=O)C2CSC3(C)CCC(=O)N23)nc1-c1ccccc1 (configuration not stated)	0.4	0.6	-0.4	4.2	7.3	-8.9	-0.2	-3.2	-2.0
COc1ccc(CCNC(=O)CC(c2ccccc2)c2cc(C)ccc2O)cc1OC (configuration not stated)	5.5	8.4	-7.3	-2.0	3.1	-0.1	-6.5	-1.8	5.2
Cc1ccccc1OCC(=O)NCCN(C)C	2.8	1.9	2.1	-0.7	6.8	-1.8	-3.4	-1.7	-1.4
CC(=O)NC(Cc1ccc(F)c(F)c1)C(=O)NC1CCN(c2nnnn2-c2ccccc2)CC1 (configuration not stated)	3.4	0.4	23.2	1.1	6.4	6.6	-1.8	5.2	1.7
CC(=O)n1nc(-c2cccnc2)nc1N	-1.1	2.6	3.7	0.9	-6.7	1.1	-2.1	0.1	3.9
COCCNC(=O)CN1C(=O)c2cccc3cccc1c23	-0.5	1.2	0.5	0.6	0.6	4.8	-3.3	-2.0	8.8
CCOc1cccc(C(=O)N2CCCCC2c2cccnc2)c1 (configuration not stated)	-0.3	-7.6	0.8	2.6	1.6	-1.9	-0.6	-0.5	-0.9
CC1CCN(CC(=O)Nc2ccc(Br)cc2[N+](=O)[O-])CC1	-2.7	-0.8	4.5	0.9	6.9	3.6	-5.9	2.1	12.7
COc1ccc(C(C)C)cc1S(=O)(=O)Nc1ncn[nH]1	4.8	3.9	-7.5	6.0	-3.5	-2.6	-2.5	-0.5	-3.8
COc1ccc(C(=O)COC(=O)c2ccc3c(c2)NC(=O)CS3)c(OC)c1	-3.6	0.4	15.0	12.6	-4.1	-8.9	-3.1	-0.7	-2.5
COc1ccc(OC)c2sc(NC(=O)CCSc3ccccc3)nc12	3.3	-1.5	-2.4	8.6	16.0	4.3	-5.7	-4.2	10.9
